Yeast growth inh – growth inhibitors of yeast BB579 in restrictive medium, primary screen, yeast lifespan-shortening project, S. cerevisiae | AID 804, 2007 | OD615, 48 h | inhibition, % at 10 µM | actives 0.51% (n = 140,000);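 active = inhibition above a set limit, 3 SD over the mean compound inhibition, cut at about 44% in these data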; note: inactives centre near -24
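Test system: DeaD yeast strain BB579 / Buffer or medium: restrictive glucose-based CSMM-D medium / Doses: single 10 µM dose / Schedule: 4 h cell preincubation, 48 h compound exposure, 30 °C humidified / Technique: culture absorbance at 615 nm / Controls: amphotericin B positive control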
NPY-Y2 antag – NPY-Y2 receptor antagonists, primary screen, cell-based | actives 0.99% (n = 140,000) | inhibition, % at 2.7 µM | Neuropeptide Y receptor type 2 (Homo sapiens), P49146 | NPY-Y2 expressing cells, antagonist mode; in the data active = inhibition above about 17%;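 note: 0% = vehicle with agonist challenge and 100% = reference antagonist with challenge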
Target sequence (P49146 whole entry, looked up): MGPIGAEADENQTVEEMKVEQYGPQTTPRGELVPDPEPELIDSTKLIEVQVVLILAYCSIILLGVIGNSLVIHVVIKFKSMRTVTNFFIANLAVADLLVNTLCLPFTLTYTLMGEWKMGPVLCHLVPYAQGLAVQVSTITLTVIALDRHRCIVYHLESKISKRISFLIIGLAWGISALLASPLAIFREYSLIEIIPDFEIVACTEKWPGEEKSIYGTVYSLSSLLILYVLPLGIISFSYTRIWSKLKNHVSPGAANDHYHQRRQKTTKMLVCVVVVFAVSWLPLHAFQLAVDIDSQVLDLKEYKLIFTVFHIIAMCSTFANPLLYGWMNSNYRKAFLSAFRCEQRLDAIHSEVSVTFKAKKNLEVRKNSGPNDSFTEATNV
GALR2 blocker – GALR2 antagonists in receptor-expressing cells, primary screen | AID 828, 2007 | inhibition, % at 4 µM | antagonist mode | actives 0.39% (n = 140,000); in the data active = inhibition above about 27%;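 note: cells stimulated with galanin 1-16 at roughly its EC80; 0% = agonist challenge control and 100% = basal control without agonist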
Target sequence (O43603 whole entry, looked up): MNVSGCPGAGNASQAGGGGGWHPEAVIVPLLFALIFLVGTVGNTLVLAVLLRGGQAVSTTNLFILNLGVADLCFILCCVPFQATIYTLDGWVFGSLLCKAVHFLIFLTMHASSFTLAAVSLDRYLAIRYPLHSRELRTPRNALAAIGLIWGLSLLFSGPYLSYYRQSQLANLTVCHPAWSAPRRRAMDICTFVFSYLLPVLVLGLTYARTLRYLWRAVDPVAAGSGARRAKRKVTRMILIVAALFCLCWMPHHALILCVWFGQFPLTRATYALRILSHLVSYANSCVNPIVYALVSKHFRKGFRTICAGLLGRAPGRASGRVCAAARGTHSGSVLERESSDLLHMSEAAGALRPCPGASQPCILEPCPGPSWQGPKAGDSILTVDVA
Phagocyt inh – inhibitors of macrophage phagocytosis, primary screen, imaging, J774A.1 cells, IgG beads | AID 1029, 2008 | inhibition, % at 5 µM | J774A.1 macrophage IgG-bead phagocytosis | actives 0.07% (n = 110,000);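 active = inhibition above the mean of the plate negative controls plus 5 SD, cut at about 13% in these data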;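 note: phagocytic index as fraction of beads internalized from green versus red external bead signal; plate controls were DMSO negative control for no effect and cytochalasin-D positive control for full effect; some results beyond the cut were filed as inactive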
E-sel TNF inh – E-selectin induction blockers in HUVEC – imaging, immunofluorescence, high content, primary screen | AID 1246, 2008 | inhibition, % at 2 µM | actives 0.71% (n = 120,000) | HUVEC TNFa-induced E-selectin immunofluorescence;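 active = inhibition above the batch mean plus 3 SD, and confirmed as a hit on visual image review, cut at about 43% in these data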;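 note: 0% = TNF-stimulated DMSO wells and 100% = unstimulated control wells; not every result past the cut was called active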
HCT116 bCat-KO – primary screen for growth suppressors in beta-catenin knockout HCT116 cells (colon tumor, human). HCT116 beta-catenin knockout viability, CellTiter-Glo, 60 h; active compounds read low. viability, % at 10 µM. actives 1.5% (n = 140,000). AID 818, 2007;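 active = viability at or under a set limit, the compound median less 4 SD, cut at about 6% in these data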;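 note: 0% = Hyamine 1622 control at 20 µM and 100% = untreated cell control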
Yeast life ext – compounds extending yeast replicative lifespan, primary screen, S. cerevisiae, OD615. S. cerevisiae growth with nicotinamide; deaD strain in restrictive glucose medium. inhibition of the nicotinamide effect, % at 10 µM. actives 0.68% (n = 130,000). AID 775, 2007;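 active = inhibition above a set limit, placed 3 SD over the median of all compounds, cut at about 26% in these data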;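 note: 0% = nicotinamide-treated wells and 100% = cells grown without nicotinamide; some compounds called inactive have numbers as strong as hits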
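Assay system: engineered S. cerevisiae DeaD replicative-lifespan strain, galactose-grown log-phase cells; medium: restrictive CSMM-D dextrose medium; also added: nicotinamide, 1.5 mM, co-present with compound; schedule: 48 h compound exposure at 30 °C, humidified; detection: absorbance at 615 nm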
MRP-1 activ – H69AR viability gain despite doxorubicin, primary screen, MRP-1 activator project, H69AR cells, CellTiter-Glo. viability rescue. viability increase, % at 10 µM. AID 799, 2007. actives 0.61% (n = 140,000);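 active = viability gain under doxorubicin at or above a set limit, the compound median plus 3 SD, cut at about 4.7% in these data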;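 note: MRP-1 overexpressing cells given doxorubicin 25 µM after compound pretreatment; 18-22 h compound pretreatment then 72 h with doxorubicin before readout; 0% = doxorubicin-only wells and 100% = vehicle-treated cells without doxorubicin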
PTEN del growth – growth suppression of PTEN-null HCT116, primary screen, cell-based, CellTiter-Glo | HCT116 PTEN-null viability, 60 h; active compounds read low | viability, % at 10 µM | actives 1.2% (n = 140,000);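 active = viability at or below a set limit, 4 SD under the median of all tested compounds, cut at about 3.7% in these data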;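 note: PTEN knockout HCT116 line with beta catenin targeted HCT116 as companion control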
Measles CPE – compounds protecting cells from measles virus cytopathic effect, primary screen, measles RdRp inhibitor project, single point, MLSMR library, absorbance; actives 1.5% (n = 140,000); protection (pct of control), % at 4 µM; Measles virus-infected cells, CPE protection; in the data active = protection mostly above about 24%, no sharp cut-off; inactive = mostly below about 26%; note: some compounds called inactive have numbers as strong as hits
* hit, by the source's call; . = not tested or not shown.

SMILES | Yeast growth inh | NPY-Y2 antag | GALR2 blocker | Phagocyt inh | E-sel TNF inh | HCT116 bCat-KO | Yeast life ext | MRP-1 activ | PTEN del growth | Measles CPE
COc1ccccc1-n1c(SCC(=O)Nc2cccc3ccccc23)nc(O)cc1=O | -39 | 2 | -6 | 190* | 38 | 104 | -10 | -0.4 | . | 13
COC(=O)CSc1nc2ccc(C)cc2[nH]1 | -48 | 0 | -1 | . | 7 | 92 | -21 | -1.2 | 92 | 3
Cc1noc(C)c1S(=O)(=O)Nc1ccc(C(=O)N2CCc3ccccc3C2)cc1 | 0 | 1 | -11 | -4 | -26 | 98 | -4 | -2.3 | 97 | 3
O=C(c1ccccc1)c1nnc(-c2ccccc2F)o1 | -25 | 3 | 6 | -2 | -13 | 105 | -17 | 0.0 | 95 | 18
Cc1cc(C)nc(NC(=O)CSc2nnnn2-c2ccccc2)n1 | -19 | 2 | 4 | 0 | 7 | 106 | -3 | 0.6 | 96 | 8
COc1ccc(C(OC(=O)c2c(C)noc2C)C(=O)NC2CCCC2)cc1 (stereo unspecified) | -3 | 0 | 8 | 6 | . | 86 | -11 | -2.1 | 91 | 5
c1ccc(OCc2nnc3sc(-c4cccs4)nn23)cc1 | -51 | 8 | 16 | -2 | -23 | 99 | -14 | -1.1 | 107 | 25
Cc1ccc(C2=NNC(C(O)C(O)C(O)C(O)CO)S2)cc1 (stereo unspecified) | -26 | 2 | -4 | -1 | -21 | 111 | -17 | 1.2 | 100 | 3
CC(=O)C(=Nc1ccccc1Cl)NNc1ccc(Cl)cc1 | -56 | -8 | 28* | . | -26 | 75 | . | 4.4 | 70 | 4
CC(=O)Nc1ccc(-c2cn3ccsc3n2)cc1 | -29 | -2 | 10 | 1 | -24 | 103 | -6 | -0.9 | 103 | 6
CC(=O)Nc1cccc(C(=O)OC(C(=O)c2ccc(C)c(C)c2)c2ccccc2)c1 (stereo unspecified) | -47 | -4 | 2 | . | 3 | 82 | -16 | 1.9 | 77 | 4
O=C(CN1CCCC1)NCC12CC3CC(CC(C3)C1)C2 | 0 | 1 | 4 | 0 | -8 | 101 | -1 | -0.5 | 87 | 4
Cc1nc2cc(CC(=O)O)ccc2o1 | 7 | 3 | 0 | . | -8 | 94 | -12 | -1.0 | 83 | 8
Cc1c(C(=O)Nc2ccc(OCc3ccccc3)cc2)cccc1[N+](=O)[O-] | -55 | 2 | -12 | 2 | -6 | 103 | -11 | -3.4 | 89 | 4
Cc1cccc2cc(C3CC(c4cccs4)=NN3C(=O)CCC(=O)O)c(Cl)nc12 (stereo unspecified) | -8 | 3 | -1 | -13 | . | 96 | -4 | -1.5 | 101 | 22
CC1CCc2c(C(=O)NCCCN3CCOCC3)csc2C1 (stereo unspecified) | -52 | 0 | 0 | -1 | 7 | 100 | -5 | -0.9 | 108 | 4
Cc1noc(C)c1Cn1nc(C(=O)O)c2ccccc2c1=O | -43 | 7 | -2 | -1 | -8 | 99 | -1 | -0.9 | 96 | 4
COc1ccc(-n2c(-c3cccc(C)c3[N+](=O)[O-])n[nH]c2=S)cc1 | -9 | 11 | -1 | 5 | -54 | 86 | -5 | -1.9 | 85 | 9
Cc1c(NC(=S)N/N=C\c2ccccc2O)c(=O)n(-c2ccccc2)n1C | -42 | 1 | 9 | -5 | . | 35 | -1 | 2.7 | 32 | 55*
CC(=O)N1[C@H](C)C=C[C@]1(Cc1ccccc1)C(=O)O | -13 | -2 | 5 | . | -2 | 88 | 9 | 0.0 | 96 | 11
O=C(Cn1cnc2c(nnn2Cc2ccccc2F)c1=O)NCc1ccco1 | -6 | 3 | -14 | . | . | 103 | -6 | 1.2 | 98 | 6
Cc1c(NC(=O)c2cc3ccccc3c(=O)s2)c(=O)n(-c2ccccc2)n1C | 11 | 5 | 4 | . | -11 | 97 | -4 | 0.7 | 93 | 21
Cc1cc(C)c2c(N)c(C(=O)NCc3ccco3)sc2n1 | -28 | 1 | 7 | . | -23 | 81 | . | 1.9 | 90 | 15
COc1ccc(CNC(=O)C(c2ccc(C)cc2)N(Cc2cccs2)C(=O)c2ccc3c(c2)OCCO3)cc1 (stereo unspecified) | -59 | 9 | 11 | . | -11 | 37 | 4 | -2.2 | 35 | 4
Cc1ccc(C)c(S(=O)(=O)Nc2ccc3scnc3c2)c1 | -11 | 0 | 6 | 10 | -36 | 30 | -6 | -3.3 | 31 | 6
CSc1nsc(SCC(=O)N2CCc3ccccc32)n1 | -3 | 9 | 3 | 4 | -5 | 78 | -14 | -1.1 | 83 | 11
CCCCc1nc2n[nH]c(N)c2c2c1CSC(C)(C)C2 | 3 | -3 | -1 | 0 | 15 | 93 | -4 | -3.1 | 95 | 18
COc1nc2c(C)cccc2cc1-c1noc(-c2ccco2)n1 | -19 | 1 | 8 | 0 | 12 | 79 | -14 | -2.1 | 95 | 6
CCn1nnc(NC(=O)c2ccc(C(C)(C)C)cc2)n1 | -53 | 1 | 5 | 3 | . | 101 | -7 | 0.1 | 108 | 16
CC1=Nc2ccccc2/C1=C\c1nc(-c2ccc(F)cc2)oc1O | -32 | -4 | 2 | -1 | -31 | 37 | -15 | -0.6 | 53 | 1
O=C(O)C1C2C=CC(O2)C1C(=O)NCCCn1ccnc1 (stereo unspecified) | 6 | 1 | 3 | -1 | . | 95 | 3 | -4.7 | 94 | 17
O=C(O)CCC(=O)Nc1ccc(Cc2ccc(NC(=O)CCC(=O)O)cc2)cc1 | -32 | 1 | -16 | -1 | . | 105 | -6 | 0.5 | 108 | 4
COc1ccc(OC)c(NC(=O)Nc2cccc(Cn3cccn3)c2)c1 | 3 | 1 | 0 | . | -1 | 99 | -11 | 0.4 | 101 | 17
CS(=O)(=O)N(CCc1ccccc1)CC(=O)NCc1ccncc1 | -25 | 3 | -18 | -1 | -4 | 90 | -1 | -1.2 | 90 | 8
Cc1ccc(C)c(C(=O)n2cnnc2N)c1 | -29 | 3 | -10 | 5 | -16 | 99 | -11 | -0.7 | 98 | 14
CCc1ccccc1NC(=O)c1ccccc1Sc1ccc([N+](=O)[O-])cc1Cl | -30 | 10 | -4 | -8 | . | 62 | 4 | -2.1 | 52 | 7
C/C(Cl)=C\Cn1c(=O)c2c(nc3n2CCS3)n(C)c1=O | -38 | 1 | 8 | 0 | . | 102 | -13 | -0.8 | 105 | 8
Cc1ccc(N(Cc2cc3ccccc3[nH]c2=O)C(=O)c2ccco2)c(C)c1 | -5 | 0 | 11 | 1 | . | 92 | -1 | -0.9 | 79 | 15
CCOc1ccc(C(=O)NC(=S)N(Cc2ccccc2)Cc2ccccc2)cc1 | -2 | 3 | -5 | . | 35 | 31 | -24 | -3.7 | 30 | 17
C/C(=N\OC(=O)c1cccc(C(F)(F)F)c1)c1sc(-c2ccccc2)nc1C | -27 | -1 | -8 | 0 | -8 | 89 | 4 | 2.6 | 95 | 3
COCCn1c(SCC(=O)c2ccc3c(c2)OCCO3)nnc1-c1ccco1 | 18 | 1 | 10 | 0 | -2 | 97 | -5 | -3.0 | 98 | 10
CC(C)(C)c1n[nH]c(=S)n(/N=C/c2cccs2)c1=O | -9 | 1 | 7 | -8 | . | 93 | -1 | -1.9 | 105 | 10
CCN(CC)CC#CC(C)OCOCC#CCOC (stereo unspecified) | -43 | -2 | 12 | 0 | . | 102 | 1 | -0.2 | 109 | 20
CC(=O)NCc1nc2ccccc2n1C(C)C | 13 | 0 | 2 | 1 | . | 96 | -6 | -1.0 | 90 | 18
Cc1nc(N(C)C)ncc1C(=O)O | -35 | 5 | -9 | . | -8 | 97 | . | -0.7 | 109 | 4
O=c1[nH]c(-c2ccncc2)nc2ccccc12 | 15 | 1 | -1 | -4 | . | 95 | -3 | -3.7 | 95 | 10
CN1CCN(S(=O)(=O)c2ccc(Sc3nnnn3-c3ccccc3)c([N+](=O)[O-])c2)CC1 | -27 | 1 | 9 | -3 | 18 | 5.4* | 1 | -4.5 | 3.2* | 5
CNC(=O)N(O)C1N(NC(=O)Nc2cccc3ccccc23)C(=S)SC1(C)C (stereo unspecified) | -25 | 2 | 8 | -2 | . | 84 | 10 | -3.1 | 89 | 13
COc1ccc(Nc2nc(N)nc(CN(C)C3CCCCC3)n2)cc1 | -21 | 4 | 8 | . | -2 | 75 | -8 | -0.8 | 87 | 10
CCn1cc([N+](=O)[O-])c(C(=O)N2CCCC2)n1 | -5 | 2 | -11 | -2 | -24 | 96 | -14 | -2.5 | 95 | 5
CCCC(C(=O)OCC)P(=O)(c1ccccc1)c1ccccc1 (stereo unspecified) | -34 | -2 | 10 | 0 | 2 | 99 | -5 | -1.8 | 102 | 6
COc1ccccc1NCCC(=O)OCC(=O)Nc1ccc(Cl)cn1 | -65 | 4 | 17 | 1 | -29 | 95 | -18 | 0.0 | 104 | 18
CN1CCN(NS(=O)(=O)c2cccs2)CC1 | -3 | -2 | -10 | -8 | -11 | 91 | -1 | -1.3 | 96 | 37
CCc1ccc(N2CC(C(=O)Nc3cc(C)ccc3F)CC2=O)cc1 (stereo unspecified) | -85 | 3 | 2 | 2 | . | 113 | -9 | -1.5 | 86 | 0
O=C(O)c1ccc2c(c1)OCCO2 | 29 | 3 | 5 | -2 | 1 | 92 | -5 | 0.8 | 104 | 8
Cc1c(NC(=O)C(C)Sc2nc3ccccc3c(=O)n2CCO)c(=O)n(-c2ccccc2)n1C (stereo unspecified) | -29 | 5 | 7 | -1 | -28 | 105 | -3 | 0.8 | 105 | 4
COC(=O)c1cn(NC(=O)c2cccc(OC)c2)c(=O)c2ccccc12 | -54 | 7 | 7 | . | 11 | 88 | -4 | -2.1 | 94 | 8
COc1ccc(OC)c(-c2csc(NC(=O)C3c4ccccc4Oc4ccccc43)n2)c1 | -14 | 2 | 4 | -13 | . | 84 | 4 | 9.4* | 80 | .
c1cnc2ncc3sccc3c2c1 | 10 | 3 | 0 | -1 | 18 | 88 | -9 | -1.7 | 95 | 7

Filtered by structure, the entries above containing a tert-butyl group (two)
SMILES | Yeast growth inh | NPY-Y2 antag | GALR2 blocker | Phagocyt inh | E-sel TNF inh | HCT116 bCat-KO | Yeast life ext | MRP-1 activ | PTEN del growth | Measles CPE
CCn1nnc(NC(=O)c2ccc(C(C)(C)C)cc2)n1 | -53 | 1 | 5 | 3 | . | 101 | -7 | 0.1 | 108 | 16
CC(C)(C)c1n[nH]c(=S)n(/N=C/c2cccs2)c1=O | -9 | 1 | 7 | -8 | . | 93 | -1 | -1.9 | 105 | 10

Bioassay records as filed in PubChem BioAssay.
